# Screening results deposited in PubChem by NCI.
# NCI-60 one-dose screen, 48 h, at 10 µM unless noted. Numbers give growth in % (100 = growth as untreated, 0 = no growth, -100 = all killed).
# HL-60(TB): HL-60(TB) leukemia cells | hit rate 9% among 78,000 | AID 1794776; active means growth percent below 10
# An asterisk follows results filed as active. Not all compounds are listed; count on the stated rates, not on these rows.
SMILES,HL-60(TB)
COc1ccc(-c2nc3ccccn3c2-c2nc3ccc(OC)cc3[nH]2)cc1,96.6
Cn1c(C#N)ccc1-c1ccc(N2C(=O)NC(C)(C)C2=O)cc1,90.9
COc1ccc(-c2nc(SC(C)C)nc(Nc3ccc(C(C)=O)cc3)c2C#N)cc1,92.5
C[C@@H]1C(=O)CC[C@H]2[C@@]1(C)CC[C@H]1C(=O)O[C@H](c3ccoc3)C[C@]21C,99.3
CCCCCCCCCCC/C(=N/O)c1ccccc1,83.5
Cn1cc(-c2nn3cc(-c4cccnc4)nc3s2)c2cc(Cl)ccc21,86.1
CCOC(=O)c1c(-c2ccc(OC)cc2OC)c(C#N)c(=O)n(Cc2nc3ccccc3[nH]2)c1N,105.6
O=[N+]([O-])c1ccc(Cl)c([N+](=O)[O-])c1,62.0
Cc1nc2cccnc2nc1C,89.9
O=C1CCC(NNC(=O)c2cccs2)N1 (configuration not stated),94.5
COc1cc(CNS(=O)(=O)c2ccc(C)cc2)ccc1OCc1cn(-c2ccccc2[N+](=O)[O-])nn1,105.3
O=C(Cn1cc(COc2ncnc3c2cnn3-c2ccccc2)nn1)Nc1ccccc1Cl,101.1
COc1cc(/C=C/C(=O)c2cc(OC)c(OC)c(OC)c2)ccc1Oc1nc(Nc2ccc(F)cc2)nc(N(C)C)n1,-7.1*
O=[N+]([O-])c1ccc2[nH]cc(-c3c4ccccc4cc4[nH]c5ccc([N+](=O)[O-])cc5c34)c2c1,11.7
O=c1nc2oc3c(Br)cc(Br)cc3cc-2s1,99.6
CCOC(=O)c1[nH]cc(-c2ccc(OC)cc2)c1-c1cc(OC)cc(OC)c1,65.3
CC(=O)N1N=C(c2ccc3c(c2)OCO3)CC1c1ccc(Cl)cc1 (configuration not stated),97.7
CCC(=O)OCC(=O)C1(OC(=O)CC)C(C)CC2C3CCC4=CC(=O)C=CC4(C)C3(Cl)C(O)CC21C (configuration not stated),92.6
COc1ccc2c(c1)C(=O)CC(c1ccccc1)O2 (configuration not stated),80.5
N=C(N)c1ccncc1,86.4
NNC(=O)NCn1c(=O)[nH]c2ccccc2c1=O,94.6
O=C1/C(=C\c2coc3ccccc3c2=O)c2ccccc2N1c1c(Cl)cccc1Cl,33.8
Cn1ccc2cnc(Oc3ccccc3-c3ccccc3)nc21,94.3
COc1cc(N2C(=O)CC3C4CCC(=O)N4c4cc(OC)c(OC)c(OC)c4C32)cc(OC)c1OC (configuration not stated),100.6
O=C1/C(=C\c2cn(Cc3ccccc3)c3ccc(Br)cc23)c2ccccc2N1c1c(Cl)cccc1Cl,97.0

# Next part:
SMILES,HL-60(TB)
CN(C)C(=O)C(CCN1CCC(O)(c2ccc(Cl)cc2)CC1)(c1ccccc1)c1ccccc1,73.5
O=C(/C=C/c1ccccc1)n1c(-c2ccccc2)nc2ccccc21,101.2
O=[N+]([O-])c1ccc(N/N=C/c2ccccc2)cc1,86.5
FC(F)(F)c1cc(-c2cnc(Cl)nc2NC2CCCCCC2)cc(C(F)(F)F)c1,99.1
COc1cc(-c2c(-c3ccccc3)c[nH]c2C(=O)NCCO)c(OC)c2c1OCO2,98.8
CC(=O)c1ccc(N=C=S)cc1,108.4
COc1cc2nc(CCC(=O)Nc3cc(Cl)cc(Cl)c3)c(CC(=O)Nc3cc(Cl)cc(Cl)c3)cc2c(OC)c1OC,99.4
NC(=O)c1cc(Cl)ccc1NC(=O)c1ccc(-c2ccccc2)cc1,73.6
CCCCCCCSc1nnc(-c2c(C)nc3ccc(Br)cn23)o1,104.8
O=C(Nc1ccccc1F)Nc1ccccc1F,86.0
CCC(=O)NC(O)C(Cl)(Cl)C(C)Cl (configuration not stated),119.3
NNC(=O)OCc1ccccc1,137.0
COc1ccc(C(=O)Oc2ccc[nH]c2=O)cc1,63.4
CC1Cc2ccccc2O1 (configuration not stated),101.9
CCN(CC)P(=O)(N1CC1C)N1CC1C (configuration not stated),89.4
NC(CCSCc1ccc(N(CCCl)CCCl)cc1)C(=O)O (configuration not stated),102.0
O=C(NCCCNc1cc(-c2cn(-c3ccccc3)nc2-c2cccc(O)c2)ccn1)c1ccc(F)cc1,-2.7*
CCCSC1=NC2C(N(CC)C(=O)N2CC)N1/N=C/C=C/c1ccccc1[N+](=O)[O-] (configuration not stated),-29.8*
O=C(NCCCl)Nc1ccc2c(ccn2C(=O)c2cccc(F)c2)c1,99.5
CCc1onc(-c2noc(CC)c2C)c1C,104.0
CCCCCCCCc1cc(Cl)c(O)c(Cl)c1,100.9
O=C1CCC(C(=O)N(Nc2ccccc2)c2ccccc2)N1 (configuration not stated),112.4
CCC(=O)c1cccc2ccccc12,83.0
O=C1C(=O)c2cc([N+](=O)[O-])ccc2-c2ccccc21,-30.0*
O=C(Cn1c(-c2ccccc2)nc2cc(Cl)c(Cl)cc21)N=Nc1c(O)[nH]c2ccccc12,92.7

# Gathered by group, the compounds so far with an NH in an aromatic ring
SMILES,HL-60(TB)
COc1ccc(-c2nc3ccccn3c2-c2nc3ccc(OC)cc3[nH]2)cc1,96.6
CCOC(=O)c1c(-c2ccc(OC)cc2OC)c(C#N)c(=O)n(Cc2nc3ccccc3[nH]2)c1N,105.6
O=[N+]([O-])c1ccc2[nH]cc(-c3c4ccccc4cc4[nH]c5ccc([N+](=O)[O-])cc5c34)c2c1,11.7
CCOC(=O)c1[nH]cc(-c2ccc(OC)cc2)c1-c1cc(OC)cc(OC)c1,65.3
NNC(=O)NCn1c(=O)[nH]c2ccccc2c1=O,94.6
COc1cc(-c2c(-c3ccccc3)c[nH]c2C(=O)NCCO)c(OC)c2c1OCO2,98.8
COc1ccc(C(=O)Oc2ccc[nH]c2=O)cc1,63.4
O=C(Cn1c(-c2ccccc2)nc2cc(Cl)c(Cl)cc21)N=Nc1c(O)[nH]c2ccccc12,92.7

# The listing continues.
SMILES,HL-60(TB)
O=C(OC1OC(COCc2ccccc2)C(OCc2ccccc2)C1OCc1ccccc1)c1ccc([N+](=O)[O-])cc1 (configuration not stated),90.5
Nc1ccc2c(c1)C(=O)c1ccc(N)cc1-2,83.6
COc1cc2c(cc1OC)C(=O)/C(=C/C=C/c1c(C3CC3)nc3ccccc3c1-c1ccc(F)cc1)C2,88.2
C/C(=N\N)c1ccc(NC2=CC(=O)c3ccccc3C2=O)cc1,86.1
O=C1/C=C/[C@@H](O)[C@@H]2C[C@@H](O)C[C@H]2/C=C/CCCCO1,-22.8*
N#Cc1cnn(C(=O)c2ccccc2Br)c1NC(=O)c1ccc(Cl)cc1Cl,98.3
Cc1cc(O)c2c(c1)C1OC(=O)CCCCCN1C1=C2C(=O)c2cccc(OC3CC(O)C(O)C(C)O3)c2C1=O (configuration not stated),79.2
O=C1NC(Cc2ccccc2)C(=O)N1Cc1ccccc1 (configuration not stated),106.8
CCNC(=O)c1ccccc1S(C)=O (configuration not stated),99.3
Cc1ccccc1Cc1nccc2c1[nH]c1ccccc12,107.6
CC(C)(C)c1cc(C(=O)N2CCC(C(=O)NCCN)CC2)cc(C(C)(C)C)c1,90.5
Nc1ncnc2sc(-c3cccs3)c(-c3ccccc3)c12,102.3
CS/C(N)=N/N,80.5
COc1ccc(-c2nc(-c3nc4ccccc4[nH]3)c3ccccn23)cc1,55.8
COC(=O)c1sc(-c2ccsc2C(=O)OC)cc1N,84.8
COc1ccc(C(=O)NCCNc2nccc(Nc3ccc(S(=O)(=O)Nc4ccccn4)cc3)n2)cc1,87.7
COc1cc(C(=O)N/N=C/c2cc3cc(OCc4ccccc4)ccc3nc2OC)cc(OC)c1OC,98.9
Cc1cn(C2CC(O)C(CO)O2)c(=O)n(C)c1=O (configuration not stated),112.2
CC1=Nc2ccccc2C(=O)N(C)N1,105.3
O=C(O)CCCCCCCCCCN1C(=O)/C(=C/c2cnc(-c3ccccc3)s2)SC1=S,63.6
CCCCN(CCCC)CC(O)c1ccc(Cl)c(Cl)c1 (configuration not stated),112.1
Cc1n(Cc2ccc3ccccc3c2)cc[n+]1Cc1ccc2ccccc2c1,-38.1*
CC/C(=C(/c1ccc(Cl)cc1)c1ccc(OCCCN(C)C)cc1)c1ccccc1,81.2
CCCCC(=O)N(Cc1ccc(-c2ccccc2-c2nn[nH]n2)cc1)[C@H](C(=O)O)C(C)C,110.6
N#Cc1coc(-c2ccccc2)n1,90.4

# Three structures already listed, arranged by heavy-atom count, rising:
SMILES,HL-60(TB)
Nc1ccc2c(c1)C(=O)c1ccc(N)cc1-2,83.6
Cc1cn(C2CC(O)C(CO)O2)c(=O)n(C)c1=O (configuration not stated),112.2
CC(C)(C)c1cc(C(=O)N2CCC(C(=O)NCCN)CC2)cc(C(C)(C)C)c1,90.5

# Returning to the listing with the 2 entries that preceded the break.
SMILES,HL-60(TB)
CCCCC(=O)N(Cc1ccc(-c2ccccc2-c2nn[nH]n2)cc1)[C@H](C(=O)O)C(C)C,110.6
N#Cc1coc(-c2ccccc2)n1,90.4
CC1(C)C(C(=O)c2cn(CCCCF)c3ccccc23)C1(C)C,76.0
COc1ccc(Oc2ccccc2C(=O)O)cc1,85.4
NC(=S)NS(=O)(=O)c1ccc(N)cc1,94.5
C#CC1(O)CCCC1,102.8
Cc1ccc(NC(=O)CSc2nc(-c3cnccn3)cc(-c3cccs3)c2C#N)cc1,97.6
Cc1ccc(CNc2ccc(C)cc2)cc1,99.4
O=C(CCCn1c(O)c(/C=C2\C=Nc3ccccc32)sc1=S)N1CCOCC1,98.9
COc1ccc(Nc2ncccc2NC(=O)c2cn(Cc3cc(OC)c(OC)c(OC)c3)nn2)c(OC)c1,97.7
Oc1ccc(CSc2nnc(-c3ccncc3)n2-c2ccccc2)c2cccnc12,10.9
C[C@@H](Oc1cc(-c2cnn(C3CCNCC3)c2)cnc1N)c1c(Cl)ccc(F)c1Cl,-59.4*
O=S(=O)(O)c1ccc2cc(O)c(O)cc2c1,86.2
COc1ccc(C2C=C(c3ccc(N)cc3)N=C3SC=CN32)cc1OC (configuration not stated),105.0
O=C(Cn1nc(-c2ccccc2)ccc1=O)NNC(=S)NC1CCCCC1,94.8
N#CCN1CCCCCC1,101.3
CCOC(=O)C(C#N)C(=N)C1CC(C)(C)OC1=O (configuration not stated),103.4
O=C(O)c1ccc([N+](=O)[O-])cc1S(=O)(=O)O,108.2
N#Cc1cnn2c1NC(c1ccc(Cl)cc1)C(C#N)C2=O (configuration not stated),107.5
C[C@@H](O)C[C@@H]1C[C@@H]1/C=C/c1ccccc1,98.4
Cc1nc(Nc2nc(-c3ccccn3)nc(C(Cl)(Cl)Cl)n2)sc1C,101.1
CC(=O)c1sc(N)c(-c2nnc(-c3ccccc3)o2)c1C,101.4
c1ccc2cc(C[n+]3ccn(CCCCCCCCCCn4cc[n+](Cc5ccc6ccccc6c5)c4)c3)ccc2c1,-67.8*
CC(=O)/C(=C/n1ccc(=O)[nH]c1=S)C(=O)Nc1ccc(Cl)cc1,105.4
COc1ccc(/C=C2\Oc3cc(OCCCN4CCCC4)ccc3C2=O)c(OC)c1,96.2
OCCN1CCCCC1,88.7
COc1cc2cc(Oc3ccc(NC(=O)c4cc(C(F)(F)F)cc(C(F)(F)F)c4)cc3)c(C)nc2cc1OCCN(C)C,78.4

# The listing continues.
SMILES,HL-60(TB)
CNC(=O)c1cc(-n2ccc3cc(NC(=O)Nc4ccc(F)c(C(F)(F)F)c4)ccc32)ccn1,92.8
O=C(NCC(c1ccsc1)N1CCCCCC1)c1ccc(C(F)(F)F)cc1 (configuration not stated),97.5
O=c1c(-c2nc3ccccc3[nH]2)cc2ccccc2n1Cc1cn(Cc2ccc(Br)cc2)nn1,100.3
CC[N+](CC)=c1ccc2nc3c(cc(NCc4ccccc4)c4ccccc43)oc-2c1,-41.2*
COc1cc(-c2nc3ccccc3c(=O)[nH]2)ccc1OCC(=O)N=Nc1c(O)[nH]c2ccc([N+](=O)[O-])cc12,90.7
Cc1c(-c2ccccc2Br)nc2ccccc2c1C(=O)O,105.7
CC(C)(C)CC1OC1CSC#N (configuration not stated),104.5
